Compound activity from PubChem.
RXFP1 antagonist = RXFP1 (human) relaxin receptor antagonism; Q9HBX9; HEK293-RXFP1, relaxin-stimulated cAMP HTRF, 30 min; stronger effect = lower value; activity change, negative = inhibition, % at 57.5 µM; 350,000 tested, 0.59% active;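 active = activity change of -60% or lower, but not beyond a set lower limit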; also: % is scaled to controls: 0 for no effect and ±100 for the full control effect
Target sequence (Q9HBX9 whole entry, looked up): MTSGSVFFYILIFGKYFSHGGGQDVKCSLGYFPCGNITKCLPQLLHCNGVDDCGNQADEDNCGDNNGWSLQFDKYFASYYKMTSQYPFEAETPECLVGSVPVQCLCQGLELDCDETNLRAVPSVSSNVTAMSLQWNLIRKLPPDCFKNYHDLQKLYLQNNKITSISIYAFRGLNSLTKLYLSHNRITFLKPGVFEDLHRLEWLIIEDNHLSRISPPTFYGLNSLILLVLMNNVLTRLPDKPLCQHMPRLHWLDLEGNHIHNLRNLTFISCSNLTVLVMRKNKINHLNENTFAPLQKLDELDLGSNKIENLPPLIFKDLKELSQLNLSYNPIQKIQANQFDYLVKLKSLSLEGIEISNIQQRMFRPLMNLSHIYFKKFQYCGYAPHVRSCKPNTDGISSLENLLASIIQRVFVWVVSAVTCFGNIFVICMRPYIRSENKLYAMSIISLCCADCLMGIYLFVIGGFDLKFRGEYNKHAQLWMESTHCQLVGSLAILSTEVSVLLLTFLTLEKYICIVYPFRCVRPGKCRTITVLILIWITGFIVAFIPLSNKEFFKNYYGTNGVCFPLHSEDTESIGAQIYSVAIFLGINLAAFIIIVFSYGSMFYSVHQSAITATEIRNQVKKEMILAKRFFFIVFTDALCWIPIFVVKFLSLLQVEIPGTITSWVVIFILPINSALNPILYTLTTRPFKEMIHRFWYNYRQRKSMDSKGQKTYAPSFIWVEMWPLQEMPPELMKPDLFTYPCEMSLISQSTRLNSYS
D2 PAM = D2 dopamine receptor (human) potentiation. P14416. HEK293 T-REx D2, calcium flux, EC20 dopamine potentiation. potentiation, % at 10 µM. 340,000 tested, 0.34% active. AID 485347;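 active = potentiation over 3 SD above the plate norm, cut at about 30% in these data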; also: 0% is about no effect
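Tetracycline-induced HEK293 T-REx cells force-coupled to calcium signalling expressed D2; compounds were pin-added after a 10 s baseline, read kinetically 180 s, then an EC20 dopamine challenge followed with a further 180 s calcium read.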
TRHR ag = agonists of human TRH receptor; TRHR cells, calcium flux fluo-8, FDSS agonist mode; activation, % at 2 µM; 360,000 tested, 0.18% active; also: 0% is about no effect
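TRHR-expressing cells loaded with fluo-8 calcium dye; 23 nL library compound pin-transferred, kinetic FDSS fluorescence (Ex 480/Em 530) recorded about 180 s for agonist-induced calcium release, before a 10 nM TRH EC20 addition for potentiator mode.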
D1 antagonist = blocks dopamine activation of the human D1 receptor. 360,000 tested, 3.2% active. activity change, negative = inhibition, % at 10 µM. P21728. HEK293 TREx D1 cells, calcium flux, dopamine EC80; stronger effect = lower value; in the data active = activity change below about -30%; also: % is scaled to controls: 0 for no effect and ±100 for the full control effect
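Tetracycline-induced HEK293 Trex D1 cells, force-coupled to calcium, dye-loaded; compounds added and read 180 s, then EC80 dopamine added and calcium flux tracked kinetically another 180 s.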
D2 antag = antagonists of human D2 dopamine receptor | inhibition, % at 10 µM | AID 485344 | 340,000 tested, 2% active | HEK293 TREx D2 cells, calcium flux, dopamine EC80 | P14416; in the data active = inhibition above about 30%; also: 0% is about no effect
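Dopamine at EC80 is the agonist stimulus; test compounds precede it by 180 s. Calcium flux read kinetically in a force-coupled, inducible HEK293 T-REx D2 cell line.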
D2 ag = agonists of human D2 dopamine receptor. P14416. HEK293 T-REx D2 cells, calcium flux agonist mode. activation, % at 2 µM. 340,000 tested, 0.53% active;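 active = activation over 3 SD above normal in the single-dose calcium agonist read, cut at about 30% in these data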; also: 0% is about no effect
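HEK293 Trex D2 cells, tetracycline-induced, o/n 30 C 5% CO2; no-wash Ca dye, RT 30–90 min; 10-cycle baseline, 23 nl cpd added, kinetic Ca read 180 s; agonist hits = positive Ca response.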
D1 PAM = potentiators of human D1 dopamine receptor. P21728. HEK293 TREx D1 cells, calcium flux, dopamine EC20 potentiation. potentiation, % at 10 µM. 360,000 tested, 0.036% active. AID 504651; in the data active = potentiation above about 30%; also: 0% is about no effect
TRHR enhancer = allosteric enhancers of human TRH receptor; AID 493056; enhancement, % at 2 µM; TRHR cells, fluo-8 calcium fluorescence, EC20 TRH enhancement; P34981; 360,000 tested, 0.66% active; in the data active = enhancement above about 30%; also: 0% is about no effect
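TRHR-expressing cells loaded with fluo-8 calcium dye were read kinetically (ex 480/em 530) during compound addition, then stimulated with an EC20 of TRH (10 nM final). Enhancement of the Gq-mediated intracellular calcium response was scored.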
D1 agonist = activates the human D1 dopamine receptor; P21728; HEK293 T-REx D1 cells, calcium flux, agonist mode; activation, % at 2 µM; 360,000 tested, 1% active; AID 504660; also: 0% is about no effect
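Inducible HEK293 T-REx D1 cells, force-coupled to calcium signalling, were plated at 4000 cells/well with tetracycline and held overnight at 30 C. After no-wash calcium dye loading, compound-evoked calcium rise over 180 s flagged agonists.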
The depositor's hits bear a star; / = not tested or not shown. Rule as the data show it, unless noted: active = activation above about 30%; inactive = the rest. Rows were taken by chance; any-hit rate near 7.3%.

Below each compound: RXFP1 antagonist, D2 PAM, TRHR ag, D1 antagonist, D2 antag, D2 ag, D1 PAM, TRHR enhancer, D1 agonist
COc1ccc(NC(=O)c2oc3ccccc3c2NC(=O)Cc2cccs2)cc1
    /, -6.9, -0.2, 1.0, /, -0.8, 2.5, -3.6, -0.6
COc1nnc(-c2ccc(N3CCOCC3)c(NC(=O)c3ccccc3)c2)c2ccccc12
    2.3, -8.0, -0.5, -0.5, -0.7, -0.2, 5.2, -7.9, 4.0
CCNC(=S)NNC(=O)c1cc(-c2ccc(OC)cc2)nc2ccccc12
    -2.4, -4.7, 0.1, -10.2, -1.9, 0.2, -6.9, -1.5, -0.7
COc1ccccc1C(=O)NCC(c1ccc(N(C)C)cc1)N1CCc2ccccc21 (configuration not stated)
    -27.0, -0.6, -0.7, -11.3, /, 1.4, 1.1, -0.8, 5.5
NC(=O)N/N=C1\c2ccccc2-c2c(C(N)=O)cccc21
    8.1, -3.9, 0.6, 31.2, -2.0, -0.5, 5.2, 6.7, 2.6
Cc1cc(-n2c(=O)c(C#N)cc3c(=O)n4ccccc4nc32)no1
    -9.0, 5.6, -0.7, -14.5, -2.8, 0.3, -3.2, 8.1, 0.9
CC12CCC(=O)N1C(C(=O)Nc1cc(C(F)(F)F)ccc1N1CCCCC1)CS2 (configuration not stated)
    -3.8, 4.6, 0.3, 23.6, 3.0, 0.0, -1.4, -5.2, 4.8
CCOC(=O)c1c(NC(=O)CSc2nnc(C)o2)sc(C)c1C
    -6.7, 9.9, -0.6, 15.4, -6.0, 0.4, 1.2, 1.3, -0.5
CSc1ccc(CNC(=O)C2Cc3cc(S(=O)(=O)N4CCCCC4)ccc3N2C(C)=O)cc1 (configuration not stated)
    9.1, 3.7, 0.0, -8.4, -8.4, 0.6, -4.5, -2.1, 3.5
CCCn1c(=NC(=O)c2ccc3c(c2)OCO3)c(C#N)cc2c(=O)n3cccc(C)c3nc21
    /, 0.6, 0.3, 18.0, -12.0, -0.8, -1.0, 2.2, -1.1
CC(=O)c1ccc(N2CCN(C(=O)CCC(=O)c3cccs3)CC2)cc1
    -6.8, -0.7, -0.7, -25.7, 6.1, -0.9, -2.9, -5.6, 4.0
CC(Oc1ccccc1F)C(=O)NN (configuration not stated)
    -7.8, -5.4, 0.3, 1.6, 1.3, 0.6, 2.1, 4.3, 2.8
CN(Cc1cc(=O)n2ccsc2n1)c1ccccc1
    -6.9, 8.8, -1.7, 7.8, -7.8, -1.6, -4.0, 2.8, 4.5
O=C(NCCN1CCOCC1)/C(=C\c1ccc(F)cc1)NC(=O)c1ccccc1
    11.0, 5.3, 0.6, -0.1, 8.7, 0.2, 2.8, 4.7, 0.5
COCCNC(=O)Cn1nc(N2CCN(c3ccccc3OC)CC2)ccc1=O
    -7.7, -0.4, 0.2, 8.8, /, -0.4, 3.0, 4.3, 1.3
CC1CN(C(=O)CCC(=O)NCc2ccccc2Cl)c2ccccc2S1 (configuration not stated)
    3.0, 2.4, -0.3, -6.0, -2.1, 0.4, 1.2, -1.3, 7.4
Nc1cc(-c2ccccc2)nn1Cc1ccccc1
    -19.5, 5.9, 0.2, 10.4, -2.7, 0.1, -2.0, 6.7, 2.0
CC(=O)NC1=NC(=O)/C(=C/N2CCOCC2)S1
    -3.6, -7.6, 0.5, -1.3, 22.7, -0.2, -4.0, 1.9, 0.2
CC(C)c1cc(C(N)=O)c(NC(=O)c2cccc(COc3ccc(Br)cc3)c2)s1
    3.2, 0.8, -0.2, 20.9, -16.4, -0.7, -5.0, 0.0, 3.4
O=C(NCC(c1ccc2c(c1)OCO2)N1CCOCC1)C(=O)Nc1cccc(Cl)c1 (configuration not stated)
    -2.9, -4.1, 0.4, 2.3, /, /, -4.5, -0.1, 7.3
O=S(=O)(CCc1nc2ccccc2[nH]1)c1ccc(Br)cc1
    1.0, -3.0, -0.6, -11.1, -1.3, -1.1, -1.2, -2.6, 1.5
CC(Oc1ccc(F)cc1)C(=O)/C=C\N(C)C (configuration not stated)
    -0.1, 1.5, 0.3, -0.3, 13.4, 1.5, 1.4, -5.0, 3.6
COc1ccc(C(=O)COC(=O)c2cccc(NC(=O)c3ccc(OC)c(OC)c3)c2)cc1
    -8.8, -9.0, 2.0, -27.6, /, 2.7, -2.6, -4.9, 22.1
COc1ccc(C(=O)Nc2c(F)c(F)c(F)c(F)c2F)c(OC)c1
    2.5, 7.5, -1.1, -4.2, 16.5, -0.5, -8.3, 1.5, -0.3
Cc1ccc2oc(-c3ccco3)nc2c1
    -2.7, -0.7, -0.3, 1.7, -2.8, 0.5, -1.1, 0.9, 0.7
CCOC(=O)C1=C(C)NC(C)=C(C(=O)OCC)C1C(=O)OCC(=O)NC
    -6.2, 2.5, -0.6, 5.4, -4.2, 2.7, 9.1, 0.6, 0.8
Cc1cc(C)n(CC(=O)N/N=C/c2ccc([N+](=O)[O-])s2)n1
    -3.0, -20.4, 0.1, 13.5, 9.3, -0.2, 2.5, 1.8, 0.8
CC(/C=C1\SC(=O)N(CC(=O)Nc2ccc(O)cc2)C1=O)=C\c1ccccc1
    -15.9, -0.4, -1.1, -10.9, 0.4, -1.4, -3.9, -1.6, 8.4
CC(C)CC(COCc1cccc(C(F)(F)F)c1)N1CCN(C(=O)c2cccc(C(F)(F)F)c2)CCC1=O (configuration not stated)
    /, -0.4, 0.4, -2.3, 9.7, 0.8, -5.0, -0.9, 3.8
COc1ccc(NC(=O)COc2coc(CN3CCc4ccccc4C3)cc2=O)cc1
    -4.1, -6.5, -0.4, 1.5, -1.1, 0.9, -7.3, -2.5, 1.2
Nc1nc(SCc2ccc(Cl)cc2Cl)nc2nc3c(cc12)CCCC3
    -9.6, -10.0, 0.1, -7.9, -7.5, -0.3, 8.0, -9.9, 5.4
Cc1ccc(NC(=O)CN(C)Cc2ccc(F)cc2)c([N+](=O)[O-])c1
    -7.8, -1.4, -0.1, -14.5, 11.0, 0.8, 6.8, -0.4, 6.0
COc1ccc(CN2CCN(S(=O)(=O)c3ccccc3)CC2)cc1Br
    0.7, -6.8, -0.3, -0.9, /, /, 2.3, 1.7, 1.7
FC(F)(F)c1cc(-c2ccccc2)nc2ncnn12
    -11.4, 2.8, 0.4, -2.8, 8.9, 0.3, -6.3, 1.1, 0.4
NC(=O)c1cc([N+](=O)[O-])ccc1NCCN1C(=O)c2ccccc2C1=O
    /, -13.9, -0.6, 29.5, -21.4, 0.3, 21.2, 7.8, 1.7
CCN(C(=O)c1ccc(N2CC3CC(C2)c2cccc(=O)n2C3)c(NC(=O)c2ccncc2)c1)c1cccc(C)c1 (configuration not stated)
    -0.7, -11.3, 0.2, 38.2, 4.9, 1.5, -1.4, -5.8, 1.9
COc1ccc(-n2c(=O)c3ccccc3n(Cc3ccc(F)cc3Cl)c2=O)cc1OC
    /, 12.5, -1.3, -1.9, /, /, -1.6, 7.6, -1.7
O=C1c2cccc3cccc(c23)C(=O)N1CCCN(C(=O)c1cccs1)c1cccc(F)c1
    -10.0, 1.6, 1.0, 0.6, -13.1, 0.9, -11.6, -0.3, 1.5
CC(C)n1nnc(-c2ccc(OCc3ccccc3F)cc2)n1
    6.6, 7.5, -0.1, -7.0, 1.1, 0.5, -4.1, -2.9, 3.0
Clc1cccc(N2CCN(c3ncnc4c3nc3n4CCCC3)CC2)c1
    /, 19.6, -1.8, -4.6, /, -0.7, -2.3, 12.1, 1.2
CCOc1ccc(CNC(=O)C2CCN(C(=O)c3sccc3-n3cccc3)CC2)cc1
    -10.4, 0.3, 0.0, 14.2, /, /, -4.5, -1.2, -1.7
O=C(NC1CCCCCC1)c1ccc[nH]c1=S
    -3.0, /, 0.3, -9.5, -3.8, -0.2, -4.2, 1.3, 4.3
CCOC(=O)c1ccccc1Nc1cn(C(C)=O)c2ccccc12
    3.8, /, 0.0, 0.1, /, /, -0.5, 10.3, 1.3
CCCCN(CCCC)c1ncnc2nc[nH]c12
    4.4, 16.5, -0.9, -6.2, 2.0, -2.8, 2.4, 0.4, 2.6
COc1cc(C2c3c(oc4ccccc4c3=O)C(=O)N2c2ccccn2)cc(OC)c1OC (configuration not stated)
    6.0, 4.5, -0.9, -0.3, /, /, -4.3, 12.0, -0.7
O=C(CSc1nc(=O)n(Cc2ccccn2)c2c1CCC2)Nc1ccc(F)cc1F
    -15.1, 1.1, -0.4, -11.4, 2.0, -0.3, -3.2, 0.5, 0.8
O=C1CN(C(=O)CNCc2ccc(Cl)cc2)c2ccccc2N1
    22.9, 5.9, 0.4, 2.1, -13.3, -1.0, -2.5, -0.6, 1.4
COc1ccc(C(c2nnnn2Cc2cccs2)N2CCN(c3ccccc3F)CC2)cc1 (configuration not stated)
    0.5, 14.0, -0.3, -3.8, -0.2, -0.9, -5.5, -2.5, 1.2
COc1ccc(-c2nnc(-c3cccnc3)o2)cc1OC
    -0.4, -2.8, 0.3, 7.5, -4.0, 0.5, -7.3, -0.4, 3.3
O=C(NC(=S)Nn1cnnc1)c1ccccc1Br
    -2.0, -3.6, -0.7, -0.2, -18.1, -0.6, -7.0, -5.0, 0.4
CCn1ccc2cc(S(=O)(=O)N3CCCN(C(=O)Nc4ccc(C)cc4)CC3)ccc21
    /, -11.7, -0.7, 8.6, /, -1.0, 1.2, -4.4, 1.4

Retrieved by compound from the entries so far (four):
Below each compound: RXFP1 antagonist, D2 PAM, TRHR ag, D1 antagonist, D2 antag, D2 ag, D1 PAM, TRHR enhancer, D1 agonist
O=C(NC(=S)Nn1cnnc1)c1ccccc1Br
    -2.0, -3.6, -0.7, -0.2, -18.1, -0.6, -7.0, -5.0, 0.4
CCN(C(=O)c1ccc(N2CC3CC(C2)c2cccc(=O)n2C3)c(NC(=O)c2ccncc2)c1)c1cccc(C)c1 (configuration not stated)
    -0.7, -11.3, 0.2, 38.2, 4.9, 1.5, -1.4, -5.8, 1.9
Clc1cccc(N2CCN(c3ncnc4c3nc3n4CCCC3)CC2)c1
    /, 19.6, -1.8, -4.6, /, -0.7, -2.3, 12.1, 1.2
CCn1ccc2cc(S(=O)(=O)N3CCCN(C(=O)Nc4ccc(C)cc4)CC3)ccc21
    /, -11.7, -0.7, 8.6, /, -1.0, 1.2, -4.4, 1.4
